Source: PubChem BioAssay (National Center for Advancing Translational Sciences (NCATS))
LDHA block = qHTS assay for inhibitors of human lactate dehydrogenase | L-lactate dehydrogenase A chain (Homo sapiens), P00338 | purified LDHA, NADH/diaphorase-resazurin fluorescence; stronger effect = lower value | activity change, % (values are at about 110 or 230 µM) | 480,000 tested, 0.15% active; in the data active = activity change below about -30%; inconclusive = mostly about -25% to -30%;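 also: plate controls were DMSO wells for no effect and wells without enzyme for full effect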
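Human LDH5 (2 nM) was incubated with 0.06 mM NADH and 0.2 mM pyruvate for 5 min at room temperature in Tris pH 7.4. Remaining NADH was coupled through diaphorase/resazurin, and resorufin fluorescence was read at 0 and 20 min.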
An asterisk follows results filed as active; ? = inconclusive.

CCNC(=O)NC(=O)CSc1cc(C)c2cc(C)cc(C)c2n1
- LDHA block = -5.6

CCOC(=O)c1nc2ccccc2nc1NCc1ccccc1OC
- LDHA block = -2.9

CCOc1cc(/C=C2\NC(=O)NC2=O)ccc1OCc1ccc(Cl)cc1Cl
- LDHA block = 4.2

COc1ccc2oc(-c3cccc(NC(=O)c4ccc(Br)o4)c3)nc2c1
- LDHA block = 0.5

CC(C)C(=O)Nc1ccc2c(C(C(=O)O)N3CCN(c4ncccc4C#N)CC3)c[nH]c2c1 (centres undefined)
- LDHA block = -3.5

CCNc1nc(SCC(=O)Nc2cc(C)on2)nc2ccccc12
- LDHA block = -7.4

CCCCn1c(N2CCN(CC(N)=O)CC2)nc2c1c(=O)[nH]c(=O)n2C
- LDHA block = 4.2

Cc1ccc2c(C)nc(Nc3nc(C)c(Cc4ccccc4)c(=O)[nH]3)nc2c1
- LDHA block = 3.6

CCCNC(=O)CCCNC(=O)c1ccc(Cl)cc1
- LDHA block = 2.9

CCOCCOC(=O)c1nc2ccccc2nc1Nc1ccc(C)cc1C
- LDHA block = -8.0

CCCn1nc(C(=O)NCCOc2cccc(C)c2)c2ccccc2c1=O
- LDHA block = 0.5

CCOc1nc(OCC#N)nc(N2CCOCC2)n1
- LDHA block = -4.7

O=C(Nc1ccccc1Cl)c1cnc2ccccc2n1
- LDHA block = 9.1

CCCC(=O)Nc1ccc(C(C)CC)cc1 (centres undefined)
- LDHA block = 3.1

CCc1nnc2sc(-c3ccc(CNC(=O)c4ccc(F)cc4)cc3)nn12
- LDHA block = 6.5

CC(CNC(=O)CCC1CCCC1)NC(=O)CCC1CCCC1 (centres undefined)
- LDHA block = -4.3

Cc1ccc(C(=O)NNC(=S)NC(C)(C)C)cc1
- LDHA block = -1.0

O=C(NCc1ccc(C(=O)N2CCCCC2)cc1)c1cc2ccccc2oc1=O
- LDHA block = -6.5

COc1ccccc1Oc1coc2cc(OC(=O)c3ccccc3F)ccc2c1=O
- LDHA block = -4.9

CCN(CC)S(=O)(=O)c1cccc(C(=O)NCC2COc3ccccc3O2)c1 (centres undefined)
- LDHA block = 1.8

Ordered by formula weight (largest number first): some entries from above.
Cc1ccc2c(C)nc(Nc3nc(C)c(Cc4ccccc4)c(=O)[nH]3)nc2c1
- LDHA block = 3.6

CCCn1nc(C(=O)NCCOc2cccc(C)c2)c2ccccc2c1=O
- LDHA block = 0.5

CCCC(=O)Nc1ccc(C(C)CC)cc1 (centres undefined)
- LDHA block = 3.1

The results go on.
Cc1cc(C(=O)OCC(=O)Nc2ccccc2C)c2ccccc2n1
- LDHA block = 3.4

CN(C(=O)CSc1nnnn1-c1ccccc1)c1ccccc1C(=O)NCc1ccco1
- LDHA block = -1.3

CCOC(=O)[C@]12CCC=C1N(CCC1=CCCCC1)C(=O)[C@H](CC(=O)NCCCN1CCCC1=O)C2
- LDHA block = 6.1

Cc1ccc(N(CC(O)CN2CCCCC2)S(=O)(=O)c2ccc3ccccc3c2)cc1 (centres undefined)
- LDHA block = 7.1

N#CCCN(C(=O)COC(=O)c1ccccc1Sc1ccc(C(F)(F)F)cc1[N+](=O)[O-])c1ccccc1F
- LDHA block = 4.9

Cc1cc2n(CC(O)COc3ccccc3)c(=O)c3ccccc3n2n1 (centres undefined)
- LDHA block = 1.2

CCC(C)NC(=O)c1cccc(CNC(=O)C2CCCC2)c1 (centres undefined)
- LDHA block = -0.6

Cc1ccc(Nc2nc(C(=O)OCC(=O)c3ccc(C)cc3)cs2)cc1
- LDHA block = 7.0

O=S1(=O)CC(N2CCN(Cc3ccccc3F)CC2)CN1Cc1cn(Cc2ccc(F)cc2)nn1 (centres undefined)
- LDHA block = -6.7

CC(=O)c1cn(CC(=O)NC2CCCCCC2)c2ccccc12
- LDHA block = 1.6

COC(=O)[C@@]12C[C@@H](CC(=O)NCc3ccccc3)C(=O)N(Cc3ccc4c(c3)OCO4)C1=CCC(C)(C)C2
- LDHA block = 2.2

Cc1nn(Cc2cccc(F)c2)c(C)c1NC(=O)Nc1ccc2c(c1)OCO2
- LDHA block = -1.4

CC1(C(=O)NCc2ccccc2)CSCC(=O)N1Cc1cccs1 (centres undefined)
- LDHA block = 1.0

Cc1ccc(C(=O)C2CCN(Cc3ccc(C#N)cc3)CC2)c(C)c1
- LDHA block = 7.7

CCOC(=O)CSc1nc2c(c(=O)[nH]c(=O)n2C)n1C
- LDHA block = 5.7

CN1CCN(C(=O)CN2C(=O)c3ccccc3C2c2cn(C)c3ccccc23)CC1 (centres undefined)
- LDHA block = 4.7

COc1ccc2c(ccn2CCC(=O)NCc2ccccc2OC)c1
- LDHA block = -3.8

CC(C)(C)CC(=O)Nc1nnc(C2CC(=O)N(c3ccc(Cl)cc3)C2)s1 (centres undefined)
- LDHA block = 4.0

N#CCCn1nc(-c2ccc(F)cc2)c2ccccc2c1=O
- LDHA block = -2.8

COC(=O)[C@@]1(Cc2ccc(F)cc2)[C@H]2c3cc(C(=O)N4CCCC4)n(CCc4c[nH]c5ccccc45)c3C[C@H]2CN1C(=O)c1ccccc1
- LDHA block = -2.5

Cc1ccc(-c2c(N3CCCC3)n[nH]c2C2CC2)cc1
- LDHA block = 6.5

CCCCOc1ccc(S(=O)(=O)NCCO)cc1
- LDHA block = 5.9

N#C/C(=C/c1cccc2c1OCCCO2)c1nc(-c2ccccn2)cs1
- LDHA block = 3.0

C=CCSC1=N/C(=C\c2c(C)cc(C)cc2C)C(=O)S1
- LDHA block = 6.8

O=C(NC1CCCCC1)c1cc(-c2ccccc2)nc2ccccc12
- LDHA block = -2.5

Cc1ccc(CC2(O)CC(C)N(C)CC2C)cc1 (centres undefined)
- LDHA block = 2.4

COC(=O)C[C@@H]1C=C[C@H](NC(=O)Nc2cc(F)ccc2F)[C@@H](CO)O1
- LDHA block = -7.7

CCc1ccc(/C=C(\C#N)C(=O)NC2CC2)s1
- LDHA block = -4.1

Cc1nc2sc3c(c2c(-c2ccc(Cl)cc2)c1C(N)=O)CCCC3
- LDHA block = 13.0

CCOc1nc2ccccc2nc1N1CCC(C(=O)NC(C)c2ccccc2)CC1 (centres undefined)
- LDHA block = -6.0

CC(NC(=O)C1CCCCC1)c1ccc(C(F)(F)F)cc1 (centres undefined)
- LDHA block = -0.3

COc1ccc(CN2CC3=C(C2=O)C(c2ccc(C)cc2)NC(=O)N3)cc1 (centres undefined)
- LDHA block = 3.6

Cc1ccc2c(C)nc(/N=C(\N)NC(=O)Cc3ccccc3)nc2c1
- LDHA block = 1.4

CCCCN1CCN(C(=O)c2ccccc2OCc2nc(-c3ccc(C)cc3)no2)CC1
- LDHA block = 1.7

Nc1nccnc1C(=O)NCc1cccnc1Oc1cccc(F)c1
- LDHA block = -0.9

CCCOc1ccc(C(=O)Nc2cccc3cccnc23)cc1
- LDHA block = -5.4

CCc1cccc(C)c1NC(=O)CCc1c[nH]c2ccccc12
- LDHA block = -1.6

CN(C)C(=O)c1ccc(NC(=O)c2cc(Br)c(Br)s2)cc1
- LDHA block = 0.4

CCCCCC(C)NC(=O)CSc1nc2cc(S(=O)(=O)N(C)C)ccc2o1 (centres undefined)
- LDHA block = 4.6

COc1cc(/C=C(/C#N)c2nc3ccccc3[nH]2)ccc1OC(C)C
- LDHA block = -3.7

COc1ccc(C(=O)C(C)Sc2nncn2-c2ccccc2OC)cc1 (centres undefined)
- LDHA block = -4.1

Cc1ccc(NC(=O)C2=C(c3ccccc3)NC(=S)NC2c2ccc(C)cc2)cc1 (centres undefined)
- LDHA block = 3.0

CC1CCCN(C(=O)CSc2nc(-c3ccco3)cc(C(F)(F)F)n2)C1 (centres undefined)
- LDHA block = 3.7

O=C(O)c1ccc(COc2cccc(Cl)c2)cc1
- LDHA block = 1.9

Cc1ccccc1CN1CCC(N(C)Cc2ccccc2)CC1
- LDHA block = 1.8

NC(=O)C1CCN(C(=O)c2ccc3nc(C(F)(F)F)sc3c2)CC1
- LDHA block = -8.7

Cc1ccc(S(=O)(=O)N(CC(=O)NCc2ccncc2)c2ccccc2Cl)cc1
- LDHA block = 3.4

Fc1cc(Br)ccc1OCc1coc(-c2ccccc2)n1
- LDHA block = 2.5

Cc1ccc(-n2nnnc2SC(C(=O)N2CCCC2)c2ccccc2)cc1C (centres undefined)
- LDHA block = -7.1

COc1ccc(S(=O)(=O)Nc2c(N3CCCC3)c3ccccc3oc2=O)cc1Cl
- LDHA block = -8.5

CCCNC(=O)c1cc2cc(OCC)ccc2n1C
- LDHA block = -9.1

CC1=C(C(=O)N2CCCCCC2)CC(CC(=O)NCCc2ccccn2)C(=O)N1Cc1ccc(F)cc1 (centres undefined)
- LDHA block = 7.0

CN(C)c1ccc(N=C=S)cc1
- LDHA block = 54.3

Cc1ccc(C)c(NC(=O)Nc2nnc(N3CCCCC3C)s2)c1 (centres undefined)
- LDHA block = 2.0

CCc1nn2c(=O)cc(CSc3n[nH]c(-c4cccc(C)c4)n3)nc2s1
- LDHA block = 4.3

COc1cc([C@H]2[C@@H](C(=O)O)c3ccccc3C(=O)N2Cc2ccc(F)cc2)cc(OC)c1OC
- LDHA block = -1.7

COc1cccc(CN(C)CC(C#N)CCC#N)c1OC (centres undefined)
- LDHA block = 3.3

COc1cc(/C=C/c2nc3ccccc3o2)ccc1OC(C)C
- LDHA block = 3.7

CC(=O)Nc1ccc(NC(=O)c2nccnc2-c2nc3ccccc3s2)cc1Cl
- LDHA block = -13.1

O=C(CCc1c[nH]c2ccccc12)NCc1ccc(F)cc1
- LDHA block = 2.1

COc1cc(CCC(=O)Nc2ccc3oc(-c4ccc(Cl)cc4)cc(=O)c3c2)on1
- LDHA block = 14.2

COc1ccc(NC(=O)c2cc3c(C)nn(CC(C)C)c3s2)cc1S(=O)(=O)N1CCOCC1
- LDHA block = -5.0

CCOc1ccc(-c2nc(SCC(=O)Nc3nccs3)c(-c3ccc(F)cc3)[nH]2)cc1
- LDHA block = 7.7

CCc1ccccc1NC(=O)Cn1cnc2c(cnn2-c2cc(Cl)ccc2C)c1=O
- LDHA block = -15.0

Cc1nc2ccc(C(=O)N3CCOC(C)C3)cc2nc1C (centres undefined)
- LDHA block = ?

Nc1nccnc1C(=O)NCc1cc(Br)ccc1F
- LDHA block = -4.9

CCn1c(N2CCN(Cc3ccccc3F)CC2)nc2c1c(=O)[nH]c(=O)n2C
- LDHA block = -6.5

CCc1nnsc1C(=O)N(C)Cc1c(F)cccc1Cl
- LDHA block = 0.8

Cc1nn(Cc2ccc(Cl)cc2)c2sc(C(=O)N3CCN(CC(=O)N4CCCC4)CC3)cc12
- LDHA block = 3.6

CCN(CC)C(CNS(=O)(=O)c1cccc(C#N)c1)c1ccsc1 (centres undefined)
- LDHA block = -1.3

Cc1ccc(N2CC(NC(=O)Nc3nc4ccccc4s3)CC2=O)cc1 (centres undefined)
- LDHA block = -1.5

CC(C)Cc1ccc(C(C)C(=O)NC(Cc2ccccc2)C(N)=O)cc1 (centres undefined)
- LDHA block = 0.5

Cc1ccc(NC(=O)c2cnc(N3CCCCC3)c3ccccc23)cc1F
- LDHA block = 4.0

O=C(COc1ncnc2scc(-c3ccc(F)cc3)c12)Nc1ccc(F)cc1
- LDHA block = 0.3

O=C(COC(=O)c1ccccc1Sc1ccc(C(F)(F)F)cc1[N+](=O)[O-])NC12CC3CC(CC(C3)C1)C2
- LDHA block = 2.2

C=CC[N+]1(CC#Cc2ccccc2)CCOCC1
- LDHA block = -0.6

Cc1ccc(CCC(=O)NCCCN2CCCC2)cc1
- LDHA block = 7.8

Cc1ccc2[nH]c(=O)c3cc(C(=O)NCc4ccc(Cl)cc4)sc3c2c1
- LDHA block = -0.6

COc1cccc(N2CCN(c3nc(-c4cccnc4)nc4ccccc34)CC2)c1
- LDHA block = 0.6

COc1ccc(NC(=O)c2cc3cc(Br)ccc3oc2=O)cc1
- LDHA block = -9.1

CCCNC(=O)CNC(=O)CCc1ncc(-c2ccc(C)cc2)o1
- LDHA block = -0.4

Cc1cc(C(=O)CN(C)Cc2ccc3c(c2)OCO3)c(C)n1C(C)C
- LDHA block = 3.8

NS(=O)(=O)c1ccc(N/N=C/c2ccc(Cl)c(Cl)c2)c([N+](=O)[O-])c1
- LDHA block = 6.9

CCc1ccc(C(=O)NCc2ccc(C#N)cc2)o1
- LDHA block = -0.9

CCCOc1ccc(C(=O)/C=C/c2cc(OC)c(OC)c(OC)c2)cc1
- LDHA block = 10.6

COc1ccc(NC(=O)C(=O)NC(C)C)cc1N1CCCCS1(=O)=O
- LDHA block = -16.3

CCNc1c(NS(=O)(=O)c2ccc(OCC)cc2)c(=O)oc2ccccc12
- LDHA block = -0.6

CC(C)CNC(=O)NC(=O)COC(=O)c1ccc2c(=O)n3c(nc2c1)CCCCCC3
- LDHA block = 5.7

COc1ccc(C(=O)Nc2ccc3sc(NC(=O)C(C)C)nc3c2)cc1OC
- LDHA block = -2.5

CCNc1c(NS(=O)(=O)c2cccc(F)c2)c(=O)oc2ccccc12
- LDHA block = -2.7

Cc1ccc(OCCC(=O)NC23CC4CC(CC(C4)C2)C3)cc1
- LDHA block = -6.4

O=C(O)c1ccc(F)c(S(=O)(=O)N2CCCCC2)c1
- LDHA block = 3.6

CNC(=O)CSc1ccccc1OC
- LDHA block = -1.0

Cc1ccc(C2CCCN2C(=O)Nc2ccc(F)c(Cl)c2)cc1 (centres undefined)
- LDHA block = 1.6

CCN1CCCC1CNC(=O)CCNc1nc(Cl)nc2nc[nH]c12 (centres undefined)
- LDHA block = 8.4

Cc1nn(C)c(C)c1CC(=O)Nc1nc(-c2ccc(F)c(F)c2)cs1
- LDHA block = 8.6

O=C(CN1CCN(c2ccccc2O)CC1)N1N=C(c2cc3ccccc3o2)CC1c1ccco1 (centres undefined)
- LDHA block = -0.1

COc1ccc(F)cc1C(=O)COC(=O)C1(c2ccc(Cl)cc2)CC1
- LDHA block = -5.3

CC(C)C(NC(=O)CCc1ccccc1)C(=O)O (centres undefined)
- LDHA block = -0.4

O=C(NC(c1ccco1)c1cc(Cl)c2cccnc2c1O)c1cccs1 (centres undefined)
- LDHA block = 3.6

CCCCNCCCN1CCOCC1
- LDHA block = 0.0

CCCCc1cc(=O)oc2c(C)c(OC(C)C(=O)OCC)ccc12 (centres undefined)
- LDHA block = 3.0

A portion of the library. The share of hits here may be higher or lower than overall.
